Assay outcomes from PubChem.
CHOP UPR activ: apoptotic UPR (CHOP) activation; CHO-CHOP luciferase reporter, luminescence; percent of tunicamycin response over DMSO baseline; 0.34% of 330,000 active; activation, % at 10 µM; AID 449763;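 active = at 10 µM dose, activation of 40% or more, normalized to positive control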;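 also: 100% = tunicamycin at 10 µg/mL and 0% = DMSO alone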
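Test system: CHO-CHOP cells, stable luciferase reporter of PERK-eIF2a-CHOP signalling | Quantity: 500 CHO-CHOP cells per well | Buffer or medium: F12 plus 10% serum | Compound dosing: 10 µM single point, 0.5% DMSO | Schedule: 6 h compound treatment, 37 °C | Signal: Luciferase luminescence | Control set: Tunicamycin high control, DMSO low control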
APJ antag: APJ receptor antagonism; inhibition, % at 20 µM; CHO-K1 APJ beta-arrestin complementation, luminescence; AID 2521; 0.32% of 330,000 active; P35414;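 active = inhibition above about 40% at 20 µM, limit read from the data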;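 also: cells challenged with 10 nM apelin-13 agonist together with compound; plate controls were apelin-13 plus DMSO wells for no effect and DMSO wells lacking apelin-13 for full effect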
Mdm2-MdmX inh: disrupts the human Mdm2-MdmX interaction. 3% of 330,000 active. inhibition, % at 8 µM. O15151+Q00987. AID 485346. SaOS-2 split-luciferase Mdm2/MdmX complementation, luminescence;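 active = inhibition of at least 50% at 8 µM in the primary screen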
Target sequence (O15151 whole entry, looked up): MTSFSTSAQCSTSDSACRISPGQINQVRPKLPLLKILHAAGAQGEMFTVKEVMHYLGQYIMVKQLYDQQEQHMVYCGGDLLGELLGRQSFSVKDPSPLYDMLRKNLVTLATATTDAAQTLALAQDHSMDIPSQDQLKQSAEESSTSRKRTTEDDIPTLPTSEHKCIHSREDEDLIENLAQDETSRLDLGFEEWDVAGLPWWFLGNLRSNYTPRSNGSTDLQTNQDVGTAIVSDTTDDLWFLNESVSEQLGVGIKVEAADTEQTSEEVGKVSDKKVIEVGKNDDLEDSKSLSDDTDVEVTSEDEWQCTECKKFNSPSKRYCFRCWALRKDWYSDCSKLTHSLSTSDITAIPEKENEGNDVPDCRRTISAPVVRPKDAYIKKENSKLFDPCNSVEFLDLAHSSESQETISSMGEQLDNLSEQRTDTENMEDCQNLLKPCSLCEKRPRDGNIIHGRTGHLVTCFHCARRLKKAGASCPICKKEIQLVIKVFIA
Target sequence (Q00987 whole entry, looked up): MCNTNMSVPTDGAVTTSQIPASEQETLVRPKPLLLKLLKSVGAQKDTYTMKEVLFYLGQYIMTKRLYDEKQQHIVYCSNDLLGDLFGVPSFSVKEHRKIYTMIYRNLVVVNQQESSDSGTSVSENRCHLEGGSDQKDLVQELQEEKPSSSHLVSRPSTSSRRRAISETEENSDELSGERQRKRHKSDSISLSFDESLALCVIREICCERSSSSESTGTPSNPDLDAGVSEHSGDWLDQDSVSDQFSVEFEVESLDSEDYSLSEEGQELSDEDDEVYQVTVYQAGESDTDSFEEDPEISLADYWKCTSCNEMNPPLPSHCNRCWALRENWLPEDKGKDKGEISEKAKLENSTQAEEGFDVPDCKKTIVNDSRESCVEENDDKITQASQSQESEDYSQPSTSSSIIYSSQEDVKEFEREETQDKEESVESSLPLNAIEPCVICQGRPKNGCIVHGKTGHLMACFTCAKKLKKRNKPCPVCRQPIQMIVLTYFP
tim23-1 inh: inhibits growth of tim23-1 mutant yeast; S. cerevisiae tim23-1 growth, BacTiter-Glo luminescence, 24 h; inhibition, % at 20 µM; 1.3% of 330,000 active;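 active = growth inhibition of the mutant yeast at or above 50%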;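 also: temperature-sensitive mutant grown at 25 °C; plate controls were DMSO-treated mutant yeast for no effect and medium wells lacking yeast for full effect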
UPR XBP1 act: adaptive UPR (XBP1) activation; activation, % at 20 µM; AID 463104; CHO-XBP1 luciferase reporter, IRE1-XBP1 UPR activation, luminescence; percent of tunicamycin response, DMSO as zero; 0.33% of 330,000 active;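 active = versus positive control, 20 µM dose yields 30% or more activation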;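 also: 100% = tunicamycin at 10 µg/mL and 0% = DMSO only wells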
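Material: CHO-XBP1 cells stably carrying IRE1-XBP1-driven luciferase reporter | Medium: F12 with 10% serum | Compound dosing: 20 µM single concentration, DMSO 1% | Incubation: Overnight seeding at 37 °C, 6 h compound treatment at 37 °C | Detection: Steady-Glo luminescence read | Read-out basis: % activation of reporter signal versus tunicamycin and DMSO controls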
CXCR6 inh: inhibitors of human CXCR6 receptor | CHO-K1 PathHunter CXCR6 beta-arrestin, luminescence | inhibition, % at 20 µM | 0.36% of 360,000 active | AID 602244; in the data active = inhibition above about 34%, passing the limit was not always enough;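 also: antagonist mode with CXCL16 agonist at 10 nM final; 0% = 10 nM CXCL16 with DMSO and 100% = unstimulated wells without agonist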
tim10-1 inh: tim10-1 yeast growth inhibition; inhibition, % at 20 µM; S. cerevisiae tim10-1 ts strain growth, BacTiter-Glo, 24 h; 2.2% of 330,000 active; AID 463190;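 active = inhibition of at least 40%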;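 also: mutant grown at 25 °C; 0% = DMSO wells with yeast and 100% = wells holding no yeast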
TIM10 inh: inhibits growth of TIM10 yeast strain | S. cerevisiae TIM10 strain growth, BacTiter-Glo luminescence, 24 h | inhibition, % at 10 µM | 1.4% of 330,000 active;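 active = inhibition of 40% or more at the single tested concentration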;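 also: wild-type TIM10 isogenic control strain grown at permissive 25 °C; 0% = DMSO yeast wells and 100% = minimal medium wells without yeast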
APJ ag: APJ receptor agonism; AID 2520; 0.11% of 330,000 active; activation, % at 20 µM; P35414; CHO-K1 APJ PathHunter beta-arrestin, luminescence; 0% DMSO wells, 100% apelin;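 active = activation more than six SD over the plate average, tested at 20 µM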;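 also: 0% = DMSO alone and 100% = apelin-13 at 10 nM; some results filed as inactive read as strong as hits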
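Assay system – PathHunter CHO-K1 APJ (AGTRL-1) beta-arrestin reporter cells · Compound – one dose, 20 µM compound, 1% DMSO · Timing – compound 90 min 25 °C, reagent 1 h · Measured by – luminescence from split beta-galactosidase complementation, Galacton Star/Emerald II substrate · Measure – beta-arrestin recruitment to APJ as agonist activity, luminescent signal · Benchmarks – DMSO vs Apelin-13 10 nM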
The depositor's hits bear a star; . = not tested or not shown. The list is partial; rates above refer to the full screens.

molecule	CHOP UPR activ	APJ antag	Mdm2-MdmX inh	tim23-1 inh	UPR XBP1 act	CXCR6 inh	tim10-1 inh	TIM10 inh	APJ ag
CCOc1ccc(OCC)c(S(=O)(=O)NC2CC(C)(C)NC(C)(C)C2)c1	-0.5	-22	-5	6	0	3	-5	-18	-4
Cc1ccc2c(c1)C(=O)C(=O)N2CCCOc1ccccc1C	4.0	29	29	22	25	19	10	18	-6
CCC(=O)Oc1ccc(C(=O)Nc2cccc(C(=O)NC(C)(C)C)c2)cc1	0.7	5	19	15	1	5	17	19	-2
Cc1ccc(Sc2ncccc2N)cc1	-0.6	-1	-2	5	5	3	0	-6	-1
Cc1ccc(S(=O)(=O)NCCS(=O)(=O)N2CCN(c3ccc(F)cc3)CC2)cc1	1.0	1	-12	0	-3	-5	7	13	8
c1ccc2cc(Sc3ncnc4c3oc3ccccc34)ccc2c1	4.2	4	-4	14	4	-5	17	2	-5
CCCN(CC1CC1)C(=O)COc1ccccc1C(=O)NCc1ccccc1	1.2	14	-5	22	2	3	28	12	-3
O=C(Nc1ccc(S(=O)(=O)NC2=NCCCCC2)cc1)c1ccc(Cl)cc1Cl	-0.1	-5	13	29	-2	-6	31	12	13
Cc1ccc(S(=O)(=O)N2CCOCC2)cc1C(=O)OCC(=O)NC1CCCCC1	1.6	3	-6	21	-1	-18	28	7	0
Cc1ccc(-n2nnnc2-c2cnoc2-c2cccc(F)c2)cc1	1.2	-1	19	20	0	-5	29	7	-7
CO/N=C/c1ccc(N2CCN(C(=O)c3cccc(Cl)c3)CC2)c([N+](=O)[O-])c1	-0.2	6	29	37	2	-11	36	20	4
CN(C(=O)COC(=O)c1ccc(=O)n(Cc2ccccc2)n1)C1CCCCC1	-2.9	4	-23	23	-1	6	17	8	-3
O=C(N[C@@H](Cc1c[nH]c2ccccc12)C(=O)O)c1ccc(Cl)cc1	-0.8	-16	13	-2	2	-15	21	-18	-1
CCOc1ccc(NC(=O)CN(C)C(=O)CC2OC(=O)c3ccccc32)cc1OCC (stereo not given)	2.7	8	-5	8	-2	-6	4	-6	-2
CC1(C)CC(=O)C2=C(C1)N=C1SCCC(=O)N1C2c1ccc(C(F)(F)F)cc1 (stereo not given)	0.9	-17	0	19	-1	2	28	18	-5
N#Cc1nc(-c2ccccc2)oc1N1CCC(C(N)=O)CC1	-2.3	-13	-11	9	-4	1	15	-22	0
COc1cccc(NC(=O)CCCCCn2nnc3ccccc3c2=O)c1	-0.1	9	0	33	-4	-3	6	12	-4
Cc1ccc(CNC(=O)c2cn(C3CCCCC3)c(=O)c3c2c2ccccc2n3C)o1	7.6	10	-29	26	-3	-5	26	43*	-4
S=c1nc[nH]c2c1ncn2C1CCCO1 (stereo not given)	0.1	7	23	9	-1	-10	11	-14	2
Cc1cc(C(=O)C(C)OC(=O)C2=NNC(=O)CC2)c(C)n1-c1ccc(OC(F)F)cc1 (stereo not given)	0.0	-19	16	26	1	3	27	21	-3
O=c1nc(Nc2ccccc2)oc2ccccc12	0.9	-9	-35	2	1	-1	-22	-7	2
COc1ccc(S(=O)(=O)N[C@@H](CSCc2ccccc2)C(=O)O)cc1	0.8	3	15	-5	3	16	-13	-9	3
Nc1cc(Cl)nnc1Cl	1.9	5	-6	-3	1	-5	-6	11	-2
O=C(CS(=O)(=O)c1cn(Cc2ccc(Cl)cc2)c2ccccc12)N1CCOCC1	2.6	5	-22	8	0	-4	11	2	-6
CC(C(=O)Nc1ccccn1)c1ccccc1 (stereo not given)	-0.1	10	6	0	-3	-2	-6	9	0
Cc1ccc(CC2C(=O)N(CC(=O)O)C(=O)C2C)cc1 (stereo not given)	-0.5	-12	-12	-4	-1	1	15	-9	-1
NC(=O)c1ccc(SCC(=O)OCC(=O)N2CCCC2=O)c([N+](=O)[O-])c1	-0.4	-37	2	-6	2	12	-18	-2	-1
CS(=O)(=O)N1CCc2cc(C(=O)N3CCN(c4ccccc4)CC3)ccc21	-0.4	0	9	16	-3	-4	14	8	0
CC1CC1C(=O)OCC(=O)c1c(N)n(C)c(=O)n(C)c1=O (stereo not given)	0.3	-11	28	10	7	0	-7	-2	-1
Cc1ccc(C(=O)N2CCN(c3cnn(C)c(=O)c3Cl)CC2)cc1	-2.3	4	8	7	5	5	1	1	-3

Copied from the list.
In Mdm2-MdmX inh, CCC(=O)Oc1ccc(C(=O)Nc2cccc(C(=O)NC(C)(C)C)c2)cc1 has 19
In tim10-1 inh, COc1ccc(S(=O)(=O)N[C@@H](CSCc2ccccc2)C(=O)O)cc1 has -13

(further entries)
molecule	CHOP UPR activ	APJ antag	Mdm2-MdmX inh	tim23-1 inh	UPR XBP1 act	CXCR6 inh	tim10-1 inh	TIM10 inh	APJ ag
CCc1ccc(NC(=O)COC(=O)CCCC2=NS(=O)(=O)c3ccccc3N2)cc1	-1.2	12	7	-1	0	-2	-1	10	-2
O=C(Cc1csc(NC(=O)c2ccc(F)cc2)n1)NO	-2.0	-9	18	5	-2	2	-1	-4	1
Cc1cc(C)c2nc(-c3ccccn3)cc(C(=O)Nc3ccc(S(=O)(=O)Nc4cc(C)on4)cc3)c2c1	9.5	18	11	19	2	3	25	15	0
COC(=O)c1c(C(=O)OC)c(-c2cccc(F)c2)n2c1CS(=O)C2 (stereo not given)	1.4	4	-4	13	1	-1	16	5	-2
c1ccc(N2CCN(c3ccccc3)C2c2ccncc2)cc1	-1.2	-16	-15	31	-2	3	30	25	-4
Cc1ccc(Sc2ccc(CN3CCCC3)cc2[N+](=O)[O-])cc1	0.9	-24	12	18	6	-5	17	6	-1
Cc1ccc(Cl)cc1N1CCN(C(=O)c2cn(C)c(=O)c3c2c2ccccc2n3C)CC1	1.2	-11	69*	24	3	-11	34	11	1
CCN(CC)S(=O)(=O)c1ccc(N2CCN(C)CC2)c(NC(=O)Nc2ccc(C)cc2)c1	6.6	-6	10	19	2	-7	12	10	6
Cc1cc(NS(=O)(=O)c2ccc(NC(=O)/C=C/c3c(F)cccc3Cl)cc2)no1	0.1	6	11	16	-3	7	3	4	-5
COc1ccc(CN2C(=O)c3ccccc3C2OC)cc1 (stereo not given)	-1.0	-17	-9	5	2	0	16	-1	1
CCCCC(NC(=O)Cc1c(C)c2cc3c4c(oc3cc2oc1=O)CCCC4)C(=O)O (stereo not given)	1.9	-32	-34	3	3	-12	11	-3	-1
COc1ccc(N2CCN(C(=O)Cn3nnc(-c4ccccc4N)n3)CC2)cc1	0.6	-3	-4	5	-5	-5	5	16	-3
Cc1ccccc1C(=O)Nc1ccnn1C1CCN(Cc2cnn(C(C)C)c2)CC1	-1.0	8	-15	4	-5	0	19	-4	2
CCn1c(SCC(=O)N2CCCCC2)nc(O)cc1=O	0.8	3	13	-2	2	4	15	10	1
CC(NC(=O)c1ccccc1NC(=O)c1ccncc1)c1ccccc1 (stereo not given)	-2.7	-12	-3	16	-2	2	25	-7	-2
Cc1c(NC(=S)NC(=O)CCc2ccccc2)c(=O)n(-c2ccccc2)n1C	0.0	-9	18	-1	3	4	-10	-9	-1
CC(C)c1ccc2c(c1)C(N1CCNCC1)Cc1ccc(F)cc1S2 (stereo not given)	4.9	12	62*	6	23	.	-3	32	-2
CCN(CC)S(=O)(=O)c1ccc(NC(=O)c2ccc(Sc3nncn3C)c([N+](=O)[O-])c2)cc1	0.6	-30	13	18	-1	-8	29	0	4
CC(C)[C@H](NC(=O)c1ccco1)C(=O)NCc1ccccc1	-1.4	-10	9	-7	-4	-1	9	-17	-4
Cc1cccc2sc(NC(=O)CN3C(=O)c4ccccc4C3=O)nc12	-1.6	5	0	-2	-2	0	8	-2	-3
CN(C)CC1CCCCC1OC(=O)c1ccc(Cl)cc1Cl (stereo not given)	-2.7	12	22	12	-1	2	8	3	0
CC1(C)CN(O)CCN1O	-2.6	-3	11	-3	-2	8	10	3	6
Cc1ccc(C(=O)CC(=O)c2cccc(F)c2)c(O)c1	21	-2	43	14	11	19	16	30	-3
CN(C)CCNC(=O)c1cccc(S(=O)(=O)Nc2ccccc2F)c1	-0.8	-19	14	5	0	-1	-9	-9	0
Cc1ccc(-c2nn(-c3ccccc3)cc2C(=O)NN2CCN(C)CC2)cc1	3.2	-17	-9	-2	0	0	-11	0	-1
CCC(NC(=O)Nc1nnc(C(F)(F)F)s1)(C(F)(F)F)C(F)(F)F	8.6	27	91*	-9	-1	-9	3	-9	-1
CCC(=O)Nc1cccc(C2=NOC3(C2)C[C@@H](C(N)=O)N(C(=O)C2(C)CC2)C3)c1 (stereo not given in full)	-2.3	-70	-20	-3	5	1	-14	-3	5
O=C(CSc1cn(CCNC(=O)c2cccs2)c2ccccc12)NCc1ccccc1	1.2	-4	11	4	-4	-4	8	3	-7
CC(C)C(NC(=O)c1ccc(C(C)(C)C)cc1)C(=O)N1CCC(C(N)=O)CC1 (stereo not given)	-2.3	15	25	9	0	9	6	-3	-5
